Compound activity as filed in PubChem.
HTR5A ag ctr = activates human HTR5A in OPRM1-OPRD1 agonist counter-screen. HTR5A agonist assay, luminescence, cell-based. hit rate 0.61% among 340,000. activation, % at 9.3 µM. P47898. AID 504692; in the data active = activation mostly above about 9.5%, no sharp cut-off; inactive = mostly below about 7.6%;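 also: 0% = cells with vehicle only and 100% = reference agonist; strong numbers were not always called active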
Target sequence (P47898 whole entry, looked up): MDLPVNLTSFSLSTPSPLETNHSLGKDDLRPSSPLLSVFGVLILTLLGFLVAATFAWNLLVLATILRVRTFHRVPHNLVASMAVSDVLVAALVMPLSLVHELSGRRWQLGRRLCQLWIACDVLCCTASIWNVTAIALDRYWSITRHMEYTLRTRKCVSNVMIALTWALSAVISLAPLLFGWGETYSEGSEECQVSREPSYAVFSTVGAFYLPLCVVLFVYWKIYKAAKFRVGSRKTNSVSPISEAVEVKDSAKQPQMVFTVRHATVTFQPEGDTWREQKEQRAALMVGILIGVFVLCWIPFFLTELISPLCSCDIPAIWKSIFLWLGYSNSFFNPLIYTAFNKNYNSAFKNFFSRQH
OPRM1-OPRD1 inv = inverse agonist of human OPRM1-OPRD1 heterodimerization. inhibition, % at 9.3 µM. P35372+P41143. AID 504357. cell-based MOR-DOR heterodimer luminescence, inverse agonism. hit rate 0.21% among 340,000; in the data active = inhibition above about 22%, passing the limit was not always enough;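 also: 0% = cells with DMSO and 100% = wells without cells with DMSO; values of inactives mirror those of a sister screen read the other way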
Keap1 Nrf2 FP = inhibitors of human Keap1-Nrf2 protein-protein interaction; Keap1 Kelch-Nrf2 peptide fluorescence polarization, 1536-well; inhibition, % at 9.4 µM; hit rate 0.15% among 340,000; in the data active = inhibition above about 12%;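 also: human Keap1 Kelch domain with fluorescein labeled Nrf2 9mer peptide probe; 0% = neutral control wells and 100% = peptide positive control; higher means more block of Keap1 binding to Nrf2 peptide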
Target sequence (Q14145 whole entry, looked up, the tested form may be a part): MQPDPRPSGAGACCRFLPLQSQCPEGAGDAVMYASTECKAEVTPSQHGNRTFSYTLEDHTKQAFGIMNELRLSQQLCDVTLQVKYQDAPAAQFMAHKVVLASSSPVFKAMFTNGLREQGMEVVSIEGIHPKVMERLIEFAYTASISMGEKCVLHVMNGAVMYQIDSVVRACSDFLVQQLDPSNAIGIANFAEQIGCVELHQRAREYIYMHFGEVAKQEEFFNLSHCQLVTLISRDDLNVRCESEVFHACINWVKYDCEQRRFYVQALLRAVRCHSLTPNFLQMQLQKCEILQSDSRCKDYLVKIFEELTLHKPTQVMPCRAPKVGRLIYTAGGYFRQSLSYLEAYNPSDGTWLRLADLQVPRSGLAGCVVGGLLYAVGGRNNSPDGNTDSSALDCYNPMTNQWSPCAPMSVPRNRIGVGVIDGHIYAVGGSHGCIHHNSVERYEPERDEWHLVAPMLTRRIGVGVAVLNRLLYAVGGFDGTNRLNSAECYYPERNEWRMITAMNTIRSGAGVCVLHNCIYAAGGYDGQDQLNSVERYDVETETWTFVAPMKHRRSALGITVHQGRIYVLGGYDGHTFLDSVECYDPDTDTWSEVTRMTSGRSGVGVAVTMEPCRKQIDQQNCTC
Cardiac RTF inh = cardiac RTF calcium desensitization. hit rate 0.12% among 340,000. IANBD-labeled cardiac RTF, Ca2+ fluorescence. inhibition, % at 7.15 µM;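 active = inhibition above the mean inhibition of all tested compounds plus 3 SD, cut at about 17% in these data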;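 also: assay run at fixed EC70 calcium of 1.6 mM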
OPRM1-OPRD1 ag = agonists of human mu-delta opioid receptor heterodimerization | P35372+P41143 | cells, OPRM1-OPRD1 heterodimerization, luminescence | activation, % at 9.3 µM | hit rate 0.3% among 340,000 | AID 504326; in the data active = activation above about 18%;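 also: 0% = vehicle-treated cells and 100% = reference agonist; values of inactives mirror those of a sister screen read the other way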
V-ATPase pH = regulators of yeast V-ATPase proton transport; hit rate 0.37% among 350,000; AID 504577; response, % at 10 µM; S. cerevisiae, pHLuorin cytosolic pH fluorescence; in the data active = response mostly above about 7.3%, no sharp cut-off; inactive = mostly below about 5.4%; also: actives read high; inactives centre near 0; some compounds called inactive have numbers as strong as hits; reference of the scale not given here
CAL-PDZ inh HTS = inhibitors of human CAL PDZ peptide binding. inhibition, % at 24.9 µM. hit rate 0.92% among 300,000. Q9HD26. purified CAL PDZ, TMR-peptide fluorescence polarization, 1 h;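 active = mean inhibition of at least 30% with at least half of replicates also reaching 30%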;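 also: 0% = DMSO neutral control and 100% = excess unlabeled competitor peptide PRC23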
HTR5A inv ctr = HTR5A inverse agonism, opioid heterodimer counter-screen; P47898; HTR5A cell line, luminescence; inhibition, % at 9.3 µM; hit rate 0.083% among 340,000; in the data active = inhibition mostly above about 23%, no sharp cut-off; inactive = mostly below about 18%;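 also: 0% = cells with DMSO and 100% = no-cell wells with DMSO; some compounds called inactive have numbers as strong as hits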
LANA DNA inh = blocks KSHV LANA C-terminal domain binding to DNA; MBP-C-LANA/FAM-LBS DNA binding, fluorescence polarization; inhibition, % at 9 µM; hit rate 0.078% among 340,000; AID 504423;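 active = highest replicate inhibition at or above 60% at 9 µM, even if other replicates fall short; inactive = all replicates below 60% inhibition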;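 also: 0% = neutral control wells and 100% = 4 µM acridine orange control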
RTF Ca sens act = increases calcium sensitivity of human cardiac regulated thin filaments; IANBD-labeled TnC RTF fluorescence at EC20 calcium; 0% EC20 calcium, 100% full calcium; activation, % at 7.2 µM; hit rate 0.24% among 340,000; AID 493008;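 active = activation above the mean over all tested compounds plus 3 SD, cut at about 30% in these data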;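 also: rise in fluorescence read as greater calcium sensitivity of cardiac thin filaments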
An asterisk follows results filed as active; nt = no result given.

Structure	HTR5A ag ctr	OPRM1-OPRD1 inv	Keap1 Nrf2 FP	Cardiac RTF inh	OPRM1-OPRD1 ag	V-ATPase pH	CAL-PDZ inh HTS	HTR5A inv ctr	LANA DNA inh	RTF Ca sens act
O=C(c1ccc(S(=O)(=O)N2CCCCC2)cc1)N1CCN(c2ccccc2F)CC1	6	5	-2	6	-0.8	-2	-3	-15	0.8	-4
Cc1ccc(S(=O)(=O)n2ccc3c(OCCOCCNCc4ccc(F)cc4)cccc32)cc1	4	-33	-3	-1	6.9	0	-6	-14	-7.7	-3
COc1ccc(OC)c(S(=O)(=O)NC(C)c2cnn(-c3ccccn3)c2C)c1 (configuration not stated)	10	13	-8	-1	-2.5	10	-3	1	2.1	3
Cc1ccccc1COC(=O)c1cc([N+](=O)[O-])ccc1N1CCOCC1	3	9	-2	-4	-1.7	-4	nt	-15	0.7	-4
CC1(C)CC(=O)C=C(/C=C/c2ccccc2)C1	12	-2	-10	-6	0.4	-1	2	-31	-1.9	-4
Cc1onc(-c2ccccc2)c1C(=O)n1cc(Br)cn1	3	12	-1	13	-1.8	0	-2	3	0.9	-7
O=C(CCS(=O)(=O)c1ccc(Cl)cc1)N1CCN(c2ccc(F)cc2)CC1	2	9	1	1	-2.4	3	nt	7	0.9	-3
Cc1ccc(C)c(NC(=O)C(CC(=O)O)Cc2ccccc2)c1 (configuration not stated)	3	5	-4	2	-0.9	-3	5	-9	1.8	3
CC1CCN(S(=O)(=O)c2cccc(C(=O)N(Cc3ccccc3)c3ccccn3)c2)CC1	1	11	3	-1	-2.1	-2	-8	4	1.1	2
O=C(OCc1nnc(-c2ccccc2)o1)c1cn(-c2ccccc2)nc1-c1ccccc1	-3	-1	-5	8	0.3	0	0	13	1.4	-2
COc1ccc(S(=O)(=O)N2CCCC2C(=O)Nc2ccc(C)cc2)cc1 (configuration not stated)	-1	16	2	11	-2.6	0	-1	-1	-0.7	-7
CC(=O)c1c(C)[nH]c(C(=O)NC2=NCCS2)c1C	4	9	-3	-6	-1.6	3	-2	-10	0.7	0
Nc1ccc(C2(c3ccc(N)cc3)C(=O)Nc3ccccc32)cc1	-2	-8	-4	-2	1.3	-1	0	5	-1.8	6
CC(=O)c1cc(-c2ccc(F)cc2)n(CC(=O)NCc2cccs2)c1C	0	16	-2	3	-3.6	8	-1	15	0.8	4
CCC(C(=O)Nc1sc(C(N)=O)c(C)c1C(=O)OC)c1ccccc1 (configuration not stated)	2	-14	-3	7	2.8	2	1	-6	0.8	9
CC(C)C[C@H](NC(=O)C1CC(=O)N(c2ccc(F)cc2)C1)C(=O)N1CCCCC1 (some centres not stated)	0	18	-5	2	-3.5	-3	3	15	0.4	-5
O=C(COC(=O)C12CC3CC(CC(Br)(C3)C1)C2)Nc1c(F)cccc1F	3	-7	0	-13	1.8	-3	2	-8	-1.2	-5
CCCCC(CC)C(=O)Nc1ccc(C)c(O)c1 (configuration not stated)	0	8	-2	0	-1.5	4	1	-1	0.6	-2
CCOC(=O)c1csc(N)c1-c1ccc([N+](=O)[O-])cc1	0	-3	-4	-3	0.5	5	nt	-14	0.9	8
COc1ccc(CCN2C(=O)CC(NCc3ccc4c(c3)OCO4)C2=O)cc1OC (configuration not stated)	10	10	-3	6	-2.3	0	2	-24	-0.7	-2
CCOc1ccc(N=C(/C(C(=O)C(=O)N2CCOCC2)=C(/O)c2ccccc2)c2ccccc2)cc1	-1	4	-1	-5	-0.7	3	0	-1	-2.3	1
O=C(CSCc1cccc(Cl)c1)N1CCN(Cc2ccc3c(c2)OCO3)CC1	1	5	-1	4	-1.0	6	-2	-18	-1.2	3
CCOC(=O)CSc1nnc(CSc2nc3sc4c(c3c(=O)[nH]2)CCC4)n1C	3	-8	-3	-2	1.6	1	-1	-14	0.7	4
Cc1ccc(C(=O)N/N=C/c2ccc(N3CCOCC3)cc2)c(C)c1	3	1	2	-9	-0.2	-4	-3	-7	0.3	-3
Cc1ccc(O)c(NC(=O)c2noc3c2CCCCC3)c1	8	1	-3	-6	-0.2	1	-7	-5	0.1	5

Later entries.
Structure	HTR5A ag ctr	OPRM1-OPRD1 inv	Keap1 Nrf2 FP	Cardiac RTF inh	OPRM1-OPRD1 ag	V-ATPase pH	CAL-PDZ inh HTS	HTR5A inv ctr	LANA DNA inh	RTF Ca sens act
O=C(N/N=C/c1ccc(N2CCOCC2)s1)c1ccc(NS(=O)(=O)c2cccs2)cc1	2	11	1	-29	-2.1	-2	-4	-5	-1.1	8
Cc1ccc(CNc2ccc3c(c2)OCO3)cc1	0	-9	5	-61	1.7	3	nt	-15	9.5	39*
CC(C)(C)c1ccc(CS(=O)(=O)CC2(O)CCN(C(=O)c3cccc(C(F)(F)F)c3)CC2)cc1	5	11	0	0	-2.2	1	-1	-16	0.6	-3
Cc1ccc(-n2nnc3c(=O)n(CC(=O)c4ccccc4)cnc32)cc1	-2	4	3	-6	-0.7	-2	-10	14	1.8	-1
Cc1cc(NC(=O)C(C)SCC(=O)Nc2ccccc2C(C)(C)C)no1 (configuration not stated)	4	11	2	-3	-1.8	9.9*	-4	-4	0.3	-8
Cc1ccc(Nc2c([N+](=O)[O-])ccc3nonc23)c(C)c1	4	-23	-3	-9	4.5	2	-1	-15	-0.9	9
COc1cccc(NC(=O)CSc2nnc3cc(C)nc(N)n23)c1	-3	1	-2	-10	-0.1	2	5	8	1.5	1
Oc1nc(Nc2cccc(Cl)c2)sc1/C=C1\C=Nc2ccccc21	0	-44	-1	-7	8.2	-3	nt	-6	-0.8	-9
S=C(NCCc1ccccc1)Nc1ccccc1N1CCOCC1	0	1	-5	-12	-0.1	2	nt	-24	-1.2	0
CC(=O)Cn1c2ccccc2n2nc(CCC(=O)O)c(=O)nc12	9	20	-5	-1	-4.3	-1	-2	5	-0.2	2
COc1ccc(NC(=O)CSc2nnc(CNC(=O)c3cccs3)o2)c(OC)c1	-2	15	0	12	-2.9	-2	0	5	-0.3	-6
C=CCOC(=O)C1=C[C@@H](c2coc3ccccc3c2=O)C[C@@H](OCCCCO)O1	4	-7	-4	-14	1.1	5	-3	-10	-0.5	3
O=C(CCc1ccc(S(=O)(=O)NCCc2ccccc2)cc1)Nc1ccc2c(c1)OCCO2	2	3	-3	-15	-0.5	4	-5	-7	-0.3	10
COc1ccccc1CNC(=O)Cc1ccc(Br)cc1	-5	4	-2	-7	-0.8	-3	-2	17	-0.3	-1
COCCN(C(=O)CSc1ncc(C(F)(F)F)cc1Cl)c1c(N)n(Cc2ccccc2)c(=O)[nH]c1=O	2	14	-1	4	-2.6	-2	nt	14	-0.4	1
CCOc1ccc(NC(=O)C2CCN(S(C)(=O)=O)CC2)cc1	1	10	-4	3	-2.1	6	-4	-5	-0.1	-5
COc1ccc(CNC(=O)CN(Cc2ccco2)C(=O)CCC(=O)Nc2ccccn2)cc1	-3	14	-1	-40	-2.2	2	4	-6	-0.5	1
COc1ccccc1N1CCN(c2cc(=O)n(Cc3ccc(F)cc3)c(=O)[nH]2)CC1	-4	9	2	-8	-1.6	0	nt	11	-0.6	3
CC(C)N1CCN(Cc2ccc(Sc3nncn3C)o2)CC1CCO (configuration not stated)	2	7	0	-9	-1.4	0	-1	-10	0.5	-1
CCOc1ccc(CCNC(=O)CCc2nc(-c3ccc(OC)cc3)no2)cc1OCC	-1	5	1	-3	-1.3	-2	-3	27	-0.5	-3
COc1ccc(Cc2noc(CN3CCN(Cc4csc(C)n4)CC3)n2)cc1OC	-5	-6	-3	-3	1.2	-1	-6	21	-1.1	2
O=C(C1CCCO1)N1CCN(S(=O)(=O)c2ccc(Br)cc2)CC1 (configuration not stated)	2	5	8	-3	-0.9	-3	-4	0	7.0	-4
O=C(NCC1COc2ccccc2O1)c1cc2ccccc2o1 (configuration not stated)	4	2	-5	1	-0.4	2	-3	-11	-1.6	2
O=C(COC(=O)c1nc(Cl)ccc1Cl)NCCc1ccccc1	-3	-7	0	-13	1.1	-2	-1	9	0.8	-9
ClCCn1cnc2c(SCc3ccccc3Cl)ncnc21	1	-5	1	2	1.0	-4	nt	-3	0.4	-8

Additional results follow:
Structure	HTR5A ag ctr	OPRM1-OPRD1 inv	Keap1 Nrf2 FP	Cardiac RTF inh	OPRM1-OPRD1 ag	V-ATPase pH	CAL-PDZ inh HTS	HTR5A inv ctr	LANA DNA inh	RTF Ca sens act
N#CCC(=O)c1sccc1-n1cccc1	1	2	-1	0	-0.4	0	nt	-8	0.1	6
C#CC1(NC(=O)NC(C)(C)C)CCCCC1	-1	7	0	-3	-1.4	-1	-1	2	0.1	3
COC(=O)C(C)Sc1nc2c(c(=O)n(C)c(=O)n2C)n1CCC(C)C (configuration not stated)	6	11	1	2	-2.1	1	nt	-14	-2.4	-1
O=C(CN1c2ccccc2Sc2ccccc21)NNC(=O)Nc1cccc(Cl)c1	0	-42	6	-2	8.4	0	-2	1	6.0	-2
CCOc1ccc(Cn2c(=O)oc3ccccc32)cc1	1	5	-4	-2	-1.0	-3	-10	-20	-0.9	-1
COc1ccc(OC)c(S(=O)(=O)N2CCC(C(=O)NCc3cccnc3)CC2)c1	-3	-12	-3	-2	1.5	-1	6	9	0.6	-5
COC(=O)COc1ccc(S(=O)(=O)N2CCCCCC2)cc1	1	13	-1	-4	-2.6	-3	-4	-24	-0.3	-15
CCC(=O)Nc1ccc(C(=O)OCc2ccc(Cl)c(Cl)c2)cc1	1	-12	-2	-5	2.4	0	-2	26	1.5	2
C=CCN(Cc1ccc(OC)c(OC)c1)C(=O)N1CCOCC1	1	8	1	-3	-1.7	-3	-5	-4	-0.7	-5
Cc1c(CC(=O)O)c(=O)oc2cc(OCc3ccc(F)cc3Cl)ccc12	-1	12	-1	2	-2.5	-11	-5	2	-1.7	-6
Cc1cn(C(=O)c2ccccc2)c(=S)n1-c1ccc(Br)cc1	6	-13	-4	1	2.5	-3	0	-20	-0.3	-1
O=C(COC(=O)/C=C/c1ccccc1[N+](=O)[O-])NC(=O)NC1CCCC1	0	-11	1	5	1.7	3	0	18	-1.1	-2
COc1ccc2nc(SCC(=O)N3CC(=O)Nc4ccccc43)c(C#N)cc2c1	2	-4	2	-6	0.7	0	-2	12	-0.3	-4
Cc1cccc2c1OCC/C2=N\NC(=O)COc1ccccc1	-1	-29	-5	-2	5.5	-4	-4	6	0.5	-1
Cc1ccc2nc(NC(=O)C3CCCN(S(=O)(=O)c4cnc[nH]4)C3)sc2c1 (configuration not stated)	8	8	-4	-3	-1.6	1	-3	-22	-0.9	1
C=CC(COCc1ccccc1)N(Cc1ccccc1)S(=O)(=O)c1ccccc1Br (configuration not stated)	3	-16	-1	-6	2.9	0	0	-32	1.5	2
CCOCCCNC(=O)C(NC(=O)c1ccc(NC(C)=O)cc1)c1ccc(Cl)cc1 (configuration not stated)	6	6	1	-3	-1.1	3	-3	26	3.5	-3
O=C(O)c1cn(-c2ccc(F)cc2)c(=O)c2ccccc12	3	-6	1	-25	0.8	1	0	-10	-0.3	6
O=S(=O)(/N=C(/Nc1ccc(F)cc1F)c1ccccc1)c1ccccc1	1	7	2	-23	-1.5	-1	-3	1	0.9	4
O=C(c1ccccc1F)N1CCc2ccccc21	11	2	-3	-18	-0.4	-1	-7	-30	-0.4	-5
c1ccc(NCC2OCc3ccccc3CO2)cc1	-3	4	-7	-9	-0.6	-2	-3	5	-0.7	-2
Cc1[nH]c(=O)c(C#N)c(C)c1Br	6	-1	-3	4	0.2	-2	1	-17	0.3	2

Compounds were not picked by outcome. About 2.8% of those tested had a hit in this group.
